# Screening results (PubChem BioAssay)
# Mm-Cpn inhibitor = blocks the Methanococcus maripaludis chaperonin Mm-Cpn | purified Mm-Cpn ATPase, ADP Transcreener TR-FRET | Potency, µM (series often up to 76.9 µM), for inactives: at the highest dose activity, negative = inhibition, actives largely listed as inhibitors | 330,000 tested, 0.031% active; also: potency is read from the fitted curve at half-maximal effect; % is scaled to controls: 0 for no effect and ±100 for the full control effect; nearly all actives have a fitted effect of over 80% in size
#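 Quantitative HTS used 25 nM Mm-CPN and 10 uM ATP in magnesium/KCl Tris buffer, pH 7.4, with 1 mM DTT. Hydrolysis ran 30 min at 37°C; ADP was read by HTRF.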
# DRD3 agonist = activates the human D3 dopamine receptor | P35462 | D3R DiscoveRx beta-arrestin cells, luminescence, 90 min | max activation, % | 410,000 tested, 0.58% active; in the data active = max activation above about 30%; also: 0% is about no effect; mostly tested at two doses, the higher about 12 µM
# Target sequence (P35462 whole entry, looked up): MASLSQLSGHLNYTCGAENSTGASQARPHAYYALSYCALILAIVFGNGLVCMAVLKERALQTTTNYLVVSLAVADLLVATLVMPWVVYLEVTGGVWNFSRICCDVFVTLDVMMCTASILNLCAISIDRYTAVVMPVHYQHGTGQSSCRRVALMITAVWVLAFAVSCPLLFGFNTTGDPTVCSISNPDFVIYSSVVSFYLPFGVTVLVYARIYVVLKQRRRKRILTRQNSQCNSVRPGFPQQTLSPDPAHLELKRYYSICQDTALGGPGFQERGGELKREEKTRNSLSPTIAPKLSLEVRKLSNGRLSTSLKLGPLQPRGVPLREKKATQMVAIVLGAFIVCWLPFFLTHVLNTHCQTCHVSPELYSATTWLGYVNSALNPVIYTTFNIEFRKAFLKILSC
#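 Agonist mode: compounds and dopamine controls were applied to plated cells for 90 min at 37 degrees C after an overnight attachment at 1500 cells/well. Luminescent read-out followed 30 - 60 minutes at room temperature with DiscoveRx detection reagent.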
# PTHR1 agonist = PTHR1 (human) receptor agonism | Q03431 | HEK293 GP2 PTHR1 cells, GloSensor cAMP luminescence, 1 h | Potency, µM (doses to about 115 µM), without a hit: top-dose activation, usual class: activators | 410,000 tested, 0.075% active | AID 743266; also: potency is read from the fitted curve at half-maximal effect; nearly all actives have a fitted effect of over 55% in size; some results filed as inactive show a strong effect at the top dose; inactives centre near -15; many of its hits are not listed in these tables
# Target sequence (Q03431 whole entry, looked up): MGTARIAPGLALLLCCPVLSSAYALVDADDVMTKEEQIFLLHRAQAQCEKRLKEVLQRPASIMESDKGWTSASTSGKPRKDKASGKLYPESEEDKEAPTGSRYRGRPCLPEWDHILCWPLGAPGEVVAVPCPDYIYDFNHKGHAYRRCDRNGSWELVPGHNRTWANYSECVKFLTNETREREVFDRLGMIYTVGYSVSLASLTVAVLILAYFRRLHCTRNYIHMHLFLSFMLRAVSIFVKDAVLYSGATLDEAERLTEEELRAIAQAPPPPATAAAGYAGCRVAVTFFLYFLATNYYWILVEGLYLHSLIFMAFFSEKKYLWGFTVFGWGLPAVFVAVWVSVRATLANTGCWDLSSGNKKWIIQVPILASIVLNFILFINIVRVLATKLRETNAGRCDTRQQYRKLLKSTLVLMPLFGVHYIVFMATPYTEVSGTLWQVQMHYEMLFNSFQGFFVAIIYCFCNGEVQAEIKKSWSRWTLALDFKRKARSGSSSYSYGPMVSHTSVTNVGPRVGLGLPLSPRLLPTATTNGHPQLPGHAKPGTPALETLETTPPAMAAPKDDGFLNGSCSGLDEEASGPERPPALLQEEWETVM
#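 HEK-293-derived GP2 cells expressing PTHR1 and a GloSensor cAMP reporter, 3,000/well, plated overnight, given luciferin plus IBMX (each 0.5 mM as added) for 1 h at 37 °C, then compound for 1 h at 37 °C. Luminescence was read after 15 min at room temperature.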
# * hit, by the source's call; i = inactive; ? = inconclusive; · = no result given; [ ] = dose if it differs, or a comment. Unless noted, calls follow the shape of the dose curve; as a rule, active = well fitted curve in the direction sought with a large enough effect; inconclusive = small, poorly fitted or top-dose-only effect, or another doubt; inactive = no such curve, though single readings can be large; an effect the other way counts as inactive or inconclusive. Some of the compounds tested (hit frequency here may not be typical).
SMILES,Mm-Cpn inhibitor,DRD3 agonist,PTHR1 agonist
O=C(COCCOCCOCC(=O)Nc1c(I)cc(I)c(C(=O)O)c1I)Nc1c(I)cc(I)c(C(=O)O)c1I,·,-18.3,·
CC(=O)SCC(CC(=O)c1ccc(C)cc1)C(=O)O (stereo unspecified),·,11.5,·
CCN(CC)C(=O)[C@]1(c2ccccc2)C[C@@H]1CN,0.8%,-11.1,·
COc1cc(NS(=O)(=O)c2ccc(N)cc2)ncn1,-0.4%,-17.4,·
O=C1c2cccc(O)c2C(=O)c2c(O)cccc21,-0.7%,-13.0,·
C[C@H]1COc2c(C3(N)CC3)c(F)cc3c(=O)c(C(=O)O)cn1c23,1.9%,0.1,·
CN1CCN(C2=Nc3cc(F)ccc3Cc3ccccc32)CC1,0.0%,-21.1,·
CC(=O)Oc1ccccc1C(=O)Nc1ncc([N+](=O)[O-])s1,0.2%,6.8,·
COc1cccc(-c2nc(SCC(=O)Nc3ccc4c(c3)OCCO4)c(-c3ccccc3)[nH]2)c1,·,-1.9,i
COc1ccc(N(C(=O)c2ccccc2C)S(=O)(=O)c2ccc3c(c2)n(C)c(=O)n3C)cc1,·,4.6,-22.5%
Cc1ccc2c(n1)sc1c(=O)n(-c3cccc(C(F)(F)F)c3)nnc12,·,-18.7,3.8%
CCCCOc1cccc(C(=O)Nc2ccc3oc(-c4cccnc4)nc3c2)c1,·,2.2,-36.4%[inhibitor]
Cc1ccc(NC(=O)C2CCN(S(=O)(=O)c3c(C)noc3/C=C/c3ccco3)CC2)cc1C,·,-11.3,-19.5%
Cc1ccc(Cl)cc1N1CCN(C(=O)CN2C(=O)COc3ccc(S(=O)(=O)N4CCCCCC4)cc32)CC1,·,-11.7,i
COc1cccc(C(=O)Nc2cccc(-c3cn4ccsc4n3)c2)c1OC,·,0.4,i
CC(C)CN(CC(C)C)c1nc(-c2ccc(Cl)cc2)nc2ccccc12,·,4.5,i
CCN(CC)CCCNC(=O)c1sc2nc3n(c(=O)c2c1C)CCCCC3,·,-12.2,?
CCN(c1ccc(Cl)cc1)S(=O)(=O)c1nnc(NC(=O)C2CCCCC2)s1,·,-17.0,i
CN(C)c1ccc(CNc2nc(-c3ccco3)nn2S(C)(=O)=O)cc1,·,-3.5,i
CCCOc1ccc(C2c3c(-c4c(C)cc(C)cc4O)n[nH]c3C(=O)N2CCO)cc1 (stereo unspecified),·,-14.2,-23.3%
CCOc1sc2nc(C)n(CC(=O)Nc3cccc(C)c3)c(=O)c2c1C,·,-6.6,i
Cc1cccc(NC(=O)c2cc(S(=O)(=O)NCc3ccc4c(c3)OCO4)ccc2F)c1C,·,5.6,-6.5%
Cc1cc(Nc2ccc(Cl)cc2C)nc(-n2nc(C)cc2C)n1,·,-3.7,22.9%
Cc1ccc(S(=O)(=O)c2cn(CC(=O)Nc3ccccc3)c3cc4c(cc3c2=O)OCO4)cc1,·,1.2,-9.2%

# An excerpt of these results, field by field:
COc1cccc(C(=O)Nc2cccc(-c3cn4ccsc4n3)c2)c1OC
  Mm-Cpn inhibitor: ·	DRD3 agonist: 0.4	PTHR1 agonist: i
CC(C)CN(CC(C)C)c1nc(-c2ccc(Cl)cc2)nc2ccccc12
  Mm-Cpn inhibitor: ·	DRD3 agonist: 4.5	PTHR1 agonist: i
CCN(CC)CCCNC(=O)c1sc2nc3n(c(=O)c2c1C)CCCCC3
  Mm-Cpn inhibitor: ·	DRD3 agonist: -12.2	PTHR1 agonist: ?
CCN(c1ccc(Cl)cc1)S(=O)(=O)c1nnc(NC(=O)C2CCCCC2)s1
  Mm-Cpn inhibitor: ·	DRD3 agonist: -17.0	PTHR1 agonist: i

# (listing goes on)
SMILES,Mm-Cpn inhibitor,DRD3 agonist,PTHR1 agonist
Cc1c(NC(=O)c2ccc(-c3ccc(F)cc3)o2)cccc1-c1nc2ncccc2o1,·,-15.8,-8.8%
Cc1ccc(CNC(=O)c2ccc3nc(N4CCCCC4)sc3c2)cc1,·,-1.4,i
Cc1ccc(OCCSc2nc(-c3ccccc3C)nc3cc(=O)[nH]n23)cc1Cl,·,2.6,i
CCOC(=O)c1c(NC(=O)CSc2nc(-c3ccccc3)cc(C(F)(F)F)n2)sc(C)c1C,·,-3.8,-5.4%
Cc1ccc(CNC(=O)CN(c2cccc(C)c2C)S(=O)(=O)c2ccccc2)cc1,·,-18.7,-62.7%[inhibitor]
O=C(c1ccc(CSc2nc3ccncc3n2Cc2ccc(F)cc2)cc1)N1CCCCCC1,·,7.7,-29.5%
CCN(CC)S(=O)(=O)c1ccc(OC)c(NC(=O)c2sc3ccccc3c2Cl)c1,·,-1.0,-12.1%
CC(Oc1ccccc1)C(=O)Nc1ccc(OCc2cc(=O)n3ccsc3n2)cc1 (stereo unspecified),·,1.0,-36.0%
COc1ccc([N+](=O)[O-])cc1NC(c1nnc(-c2ccccc2)o1)c1ccccc1F (stereo unspecified),·,-8.4,-4.6%
COc1ccccc1CNc1ncnc2onc(-c3ccc(F)cc3)c12,·,-8.7,-4.4%
Cc1nn(-c2ccccc2)c2sc(C(=O)Nc3ccc(Br)cc3)cc12,·,-3.8,-22.9%
CN(C)c1cccc(C(=O)Nc2ccc(-c3nc4ccccc4s3)cc2)c1,·,4.5,-25.9%
Cc1ccc(Cl)cc1N1CCN(C(=O)c2cccn2-c2nnc(N3CCCCC3)s2)CC1,·,-6.1,-11.1%
CCOc1ccc(Br)cc1C1NC(=O)c2c(sc3c2CCN(C)C3)N1 (stereo unspecified),·,9.9,-1.1%
COc1ccc(CCNc2nc3ccc(Cl)cc3n3cnnc23)cc1OC,·,1.3,i
Cc1cc(C)c(S(=O)(=O)NCc2csc(-c3ccccc3)n2)c(C)c1,·,-2.6,-22.1%
CCOC(=O)c1ccc(NC(=O)Nc2cccc(OCc3cc(=O)n4ccc(C)cc4n3)c2)cc1,·,7.0,i
CCC(Sc1nc2ccccc2c2nc(-c3ccccc3)nn12)C(=O)Nc1cccc(OC)c1 (stereo unspecified),·,6.6,i
O=C(NC1CCCCC1)c1ccc2c(c1)N(Cc1ccccc1F)C(=O)c1ccccc1S2,·,-16.3,-3.0%
COc1ccc(CCNC(=O)Cn2nnc(-c3ccc(C(F)(F)F)cc3)n2)cc1OC,·,5.4,-1.0%
COc1ccc(NCc2cc3ccc(OC)cc3n(CC(=O)Nc3cccc(OC)c3)c2=O)cc1,·,-0.2,10.9%
CCN(CC)C(=O)Cn1c(=O)n(CCc2ccccc2)c(=O)c2ccccc21,·,1.4,-3.4%
O=C(NCc1ccccc1Cl)c1ccccc1NC(=O)c1nsc2ccccc12,·,-9.6,?
COc1ccc(NC(=O)c2oc3ccccc3c2NC(=O)c2cc(C)cc(C)c2)c(OC)c1,·,5.7,i

# An excerpt of these results, field by field:
Cc1ccc(Cl)cc1N1CCN(C(=O)c2cccn2-c2nnc(N3CCCCC3)s2)CC1
  Mm-Cpn inhibitor = ·
  DRD3 agonist = -6.1
  PTHR1 agonist = -11.1%
CCOc1ccc(Br)cc1C1NC(=O)c2c(sc3c2CCN(C)C3)N1 (stereo unspecified)
  Mm-Cpn inhibitor = ·
  DRD3 agonist = 9.9
  PTHR1 agonist = -1.1%
COc1ccc(CCNc2nc3ccc(Cl)cc3n3cnnc23)cc1OC
  Mm-Cpn inhibitor = ·
  DRD3 agonist = 1.3
  PTHR1 agonist = i

# More structures follow:
SMILES,Mm-Cpn inhibitor,DRD3 agonist,PTHR1 agonist
Cc1cccc(-c2noc(CN(C(=O)c3ccc(C)c(C)c3)C(C)C)n2)c1,·,-5.7,-30.1%[inhibitor]
CCOC(=O)c1scc(-c2ccccc2)c1S(=O)(=O)N1CCN(c2ccccc2OC)CC1,·,3.4,i
CSc1ncc(Cl)c(C(=O)Nc2c(C(=O)Nc3cccc(Cl)c3)oc3ccccc23)n1,·,-4.1,i
CCN(Cc1ccccc1)Cc1c(O)ccc2c(=O)c(-c3ccccc3Cl)c(C(F)(F)F)oc12,·,-11.2,-38.1%[inhibitor]
Cc1ccc(N2CC(NC(=O)c3ccc(S(=O)(=O)N4CCCCC4)cc3)CC2=O)cc1 (stereo unspecified),·,2.9,-34.8%[inhibitor]
Cc1nnc(N2CCN(C(=O)Nc3cc(F)ccc3F)CC2)c2nn(-c3ccc(Cl)cc3)c(C)c12,·,-13.2,-21.3%
CCn1c(CNC(=O)c2ccc(OC)cc2)nnc1SCC(=O)Nc1cc(C)ccc1C,·,1.9,-32.3%
COc1ccc(-c2cc3ccc(O)c(CN4CCC(C)CC4)c3oc2=O)cc1OC,·,-13.0,-9.0%
O=C(Cn1c(=O)c(C(F)(F)F)nc2ccccc21)Nc1ccc(Br)cc1F,·,8.4,-3.8%
CN(C)c1ccc(CNC(=O)c2cnc3sc(N4CCCCCC4)nn3c2=O)cc1,·,-14.0,i
COC(=O)c1sccc1S(=O)(=O)N1CCN(c2cccc(C)c2)C(C)C1 (stereo unspecified),·,13.0,-7.4%
CCc1ccc(NC(=O)CC2C(=O)N(c3ccc(Cl)cc3)C(=O)N2Cc2cccs2)cc1 (stereo unspecified),·,43.4*,-36.8%[inhibitor]
O=C(Cc1ccccc1)N(Cc1cccnc1)c1nc2c(Cl)cccc2s1,·,-1.9,i
Clc1cccc(CSc2ccc(-c3cccs3)nn2)c1,·,-16.1,-51.4%[inhibitor]
Cc1oc(-c2ccccc2F)nc1Cn1c(SCc2cccc(C(F)(F)F)c2)nc2ccncc21,·,-15.4,i
CCOc1ccccc1NC(=O)Cc1noc2ccc(C)cc12,·,-4.4,i
CSc1ccc(CNC(=O)CCc2c(C)nn(-c3ccc(N4CCCC4)nn3)c2C)cc1,·,5.0,i
O=C(Cn1c(=O)n(Cc2ccc(Cl)cc2)c(=O)c2cccnc21)Nc1ccccc1C(F)(F)F,·,-11.3,i
CN1C(=O)c2cccc3c(S(=O)(=O)Nc4cccc(C(=O)O)c4)ccc1c23,·,-3.7,-6.2%
CC(=O)c1cc(-c2ccc(F)cc2)n(CCC(=O)Nc2nc3c(C)cccc3s2)c1C,·,3.7,i
CCc1ccc(NC(=O)Cn2nnc(C(=O)NCCc3ccccc3)c2N)cc1,·,2.1,-18.7%
CCOC(=O)c1ccc(NC(=O)c2oc(=O)c3ccccc3c2-c2ccccc2)cc1,·,0.7,-17.1%
CCCCOc1ccc(CN2C(=O)C(=O)c3cc(Br)cc(C)c32)cc1OC,·,-19.1,-17.3%
CCOC(=O)c1c(C)c(-c2ccccc2)n(CC(=O)NC2CCCCCC2)c1C,·,0.4,-22.9%
CCOc1ccc2c(c1)c(=O)c(C(=O)c1ccc(CC)cc1)cn2CC(=O)Nc1ccccc1C,·,-9.6,-30.0%
Cc1ccc2scc(N3CCC(C)CC3)c(=O)c2c1,·,-8.1,-23.4%
Cc1ccc2c(c1)CC(C)N2S(=O)(=O)c1nnc(NC(=O)c2ccccc2F)s1 (stereo unspecified),·,-30.7,-25.5%
CCOC(=O)N1CCc2c(sc3c2c(=O)n(-c2ccc(CC)cc2)c(=O)n3CC(=O)Nc2ccc(C)cc2)C1,·,1.2,-37.0%[inhibitor]
Cc1ccc(CSC2=Nc3ccccc3C3=NC(CC(=O)NCc4cccs4)C(=O)N23)cc1 (stereo unspecified),·,3.8,i
COc1ccc(CCNC(=O)c2cccc(-n3c(C)nc4cccnc43)c2)cc1OC,·,0.7,-23.8%
Cc1ccc(Sc2ccc(N3CCCC(C(=O)Nc4ccc(Cl)cc4)C3)nn2)cc1 (stereo unspecified),·,-4.7,-12.2%
Cc1ccc(OCC(=O)Nc2cccc(C(=O)OCc3cc(=O)n4c(C)csc4n3)c2)cc1,·,11.3,-36.6%[inhibitor]
CCc1cccc(C)c1NC(=O)C(NS(=O)(=O)c1ccc2c(c1)CCC(=O)N2)c1ccccc1 (stereo unspecified),·,0.9,-18.8%
Cc1cccc(NC(=O)c2ccc(F)c(S(=O)(=O)NCc3ccc4c(c3)OCO4)c2)c1,·,8.4,-22.9%
O=C(Cn1c(=O)n(-c2ccc(F)cc2)c(=O)c2sc3ccccc3c21)NC1CCCC1,·,-7.2,-11.6%
